Bioassay records from PubChem BioAssay.
EPAC1 antagonist – qHTS for Antagonist of cAMP-regulated guanine nucleotide exchange factor 3 (EPAC1): primary screen | Potency, µM (top dose mostly 115 µM), for the others: top-dose activity change, negative = inhibition, hits mostly inhibitors | 360,000 compounds, 0.14% hits | AID 720709, 2013 | EPAC1 GEF assay, Rap1b-BODIPY-GDP exchange fluorescence | Rap guanine nucleotide exchange factor 3 (Homo sapiens), O95398;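 further: potency means the concentration at half of the fitted maximal effect; plate controls were vehicle for no effect and positive control for full effect; nearly all actives have a fitted effect of over 50% in size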
IL2 activator – qHTS of IL-2 Activators; IL-2 activation reporter assay, cell-based qHTS; stimulated with anti-CD3/CD4/CD28 beads; in transgenic mouse T cells; activation, % (series mostly up to about 46 µM); 360,000 compounds, 0.065% hits; in the data active means activation above about 50%; inconclusive means mostly about 30% to 49%; further: 0% is about no effect
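Readout is EGFP and DsRed signal by fluorescent plate cytometry after 18 h at 37 degrees C. Transgenic mouse T cells (750/well) received compound for 60 min before bead stimulation (anti-CD3, anti-CD4, anti-CD28); memory T cells served as non-tolerant control.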
Abeta rescue – qHTS for compounds that reverse cellular toxicity of Amyloid beta (A-beta) peptide in yeast: Primary Screen. Potency, µM (highest dose often 46.1 µM), for inactives: at the top dose growth rescue, actives largely listed as activators. yeast expressing A-beta42, growth rescue, OD600, 48 h; response scale: 0% DMSO, 100% iron-clioquinol control. AID 1347071, 2019. 410,000 compounds, 0.063% hits; further: potency means the concentration at half of the fitted maximal effect; nearly all actives have a fitted effect of over 55% in size
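Yeast growth medium received pinned compounds, then yeast cells expressing toxic A-beta were added; plates incubated at 30 C for 48 hr. Growth read as absorbance at 600 nm, normalized to DMSO and equimolar FeCl3 plus clioquinol controls.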
PI5P4Ka inh – qHTS for Inhibitors of phosphatidylinositol 5-phosphate 4-kinase (PI5P4K) | PI5P4Kalpha enzyme, ADP-Glo luminescence, 60 min; active compounds read low | max response, % | 330,000 compounds, 1.2% hits | AID 652105, 2013; active means max response of -50% or lower; inconclusive means between -30% and -50%; inactive means -30% or higher; further: value at the top dose of about 77 µM; on the % scale 0 is the no-effect control and ±100 the full control effect
Target sequence (P48426 whole entry, looked up): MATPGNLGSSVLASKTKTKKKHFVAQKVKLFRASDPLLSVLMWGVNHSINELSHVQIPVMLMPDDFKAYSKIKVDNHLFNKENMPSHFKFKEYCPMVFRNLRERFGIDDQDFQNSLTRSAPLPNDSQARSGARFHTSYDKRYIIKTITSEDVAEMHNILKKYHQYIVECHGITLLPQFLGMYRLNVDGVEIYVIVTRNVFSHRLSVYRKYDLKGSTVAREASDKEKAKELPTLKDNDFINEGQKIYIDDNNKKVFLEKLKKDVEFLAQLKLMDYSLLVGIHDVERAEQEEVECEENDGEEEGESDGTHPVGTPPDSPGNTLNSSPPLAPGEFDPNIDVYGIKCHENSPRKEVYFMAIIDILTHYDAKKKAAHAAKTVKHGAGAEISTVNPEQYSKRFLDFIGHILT
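PI5P4Kalpha ADP-Glo assay; 5 microM ATP final; 60 min RT reaction; HEPES pH 7.4/EGTA/CHAPS, 5% DMSO; controls lacking substrate or enzyme; luminescent end-point.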
WRN inhibitor – qHTS for Inhibitors of WRN Helicase. 360,000 compounds, 0.46% hits. WRN helicase unwinding, fluorescent forked duplex, kinetic. Potency, µM (doses to about 114 µM), for inactives: top-dose activity change, negative = inhibition, actives largely listed as inhibitors; further: potency means the concentration at half of the fitted maximal effect; on the % scale 0 is the no-effect control and ±100 the full control effect; nearly all actives have a fitted effect of over 55% in size
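Kinetic red-fluorescence monitoring (525/598 nm) tracks WRN helicase activity after 100 nM fluorophore-quencher forked duplex and 2 mM ATP are added to 20 nM enzyme pretreated 15 min at room temperature with compound.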
EPAC1 agonist – qHTS for Agonist of cAMP-regulated guanine nucleotide exchange factor 3 (EPAC1): primary screen | Potency, µM (doses to about 154 µM), for inactives: top-dose activation, hits mostly activators | Rap guanine nucleotide exchange factor 3 (Homo sapiens), O95398 | EPAC1 agonist qHTS, biochemical assay; response scale: 100% = response to 6.5 mM cAMP | 360,000 compounds, 0.073% hits; further: potency means the concentration at half of the fitted maximal effect; nearly all actives have a fitted effect of over 60% in size
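Nucleotide exchange by EPAC1 (100 nM) on Rap1B–BODIPY-GDP (250 nM) in the presence of 50 uM GDP is tracked fluorescently at 480/540 nm over 30 min. Signals are normalized to a 6.5 mM cAMP control.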
PLK1 PBD block – qHTS for Inhibitors of PLK1-PDB (polo-like kinase 1 - polo-box domain): Primary Screen; Plk1 PBD binding of FITC phosphopeptide, fluorescence polarization; 360,000 compounds, 2.8% hits; AID 720504, 2013; Serine/threonine-protein kinase PLK1 (Homo sapiens), P53350; Potency, µM, without a hit: max response, negative = inhibition, most hits filed as inhibitors; further: potency means the concentration at half of the fitted maximal effect; series mostly up to about 57 µM; on the % scale 0 is the no-effect control and ±100 the full control effect; nearly all actives have a fitted effect of over 65% in size
Target sequence (P53350 whole entry, looked up, the tested form may be a part): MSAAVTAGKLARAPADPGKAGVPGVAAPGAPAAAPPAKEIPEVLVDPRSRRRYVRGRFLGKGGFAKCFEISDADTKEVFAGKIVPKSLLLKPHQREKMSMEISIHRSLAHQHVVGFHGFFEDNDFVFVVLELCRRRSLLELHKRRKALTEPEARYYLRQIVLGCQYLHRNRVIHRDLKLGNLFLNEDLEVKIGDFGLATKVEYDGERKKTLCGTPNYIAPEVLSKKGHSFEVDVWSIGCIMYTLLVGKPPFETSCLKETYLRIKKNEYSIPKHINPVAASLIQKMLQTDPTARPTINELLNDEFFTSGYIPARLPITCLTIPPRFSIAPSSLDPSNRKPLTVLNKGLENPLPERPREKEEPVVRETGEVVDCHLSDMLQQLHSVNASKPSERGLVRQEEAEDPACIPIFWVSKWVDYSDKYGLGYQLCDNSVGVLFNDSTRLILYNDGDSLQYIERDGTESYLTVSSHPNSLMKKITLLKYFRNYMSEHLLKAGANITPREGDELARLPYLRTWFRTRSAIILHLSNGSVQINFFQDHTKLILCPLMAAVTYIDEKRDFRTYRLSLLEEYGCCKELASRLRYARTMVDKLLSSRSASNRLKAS
FUS yeast rescue – qHTS for Suppressors of FUS Proteinopathy: Primary screen using FUS-linked yeast assay; S. cerevisiae FUS-expressing, growth rescue, OD600, 24 h; Potency, µM (doses to about 76.6 µM), inactives show at the highest dose growth rescue (activation), hits mostly activators; 390,000 compounds, 0.24% hits;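 further: potency means the concentration at half of the fitted maximal effect; plate controls were DMSO vehicle for no effect and reference control for full effect; nearly all actives have a fitted effect of over 55% in size; some results filed as inactive show a strong effect at the top dose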
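Yeast expressing FUS under galactose induction, OD 0.005 in 2% galactose medium; compounds in a dilution series, 24 h at 30C. Growth rescue by absorbance at 600 nm; CP55940 positive control, DMSO negative.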
The depositor's hits bear a star; ? = inconclusive; · = not tested or not shown; [ ] = dose if it differs, or a comment. Unless noted, the call rests on the fitted dose curve; in most records, active means well fitted curve in the direction sought with a large enough effect; inconclusive means small, poorly fitted or top-dose-only effect, or another doubt; inactive means no such curve, though single readings can be large; an effect the other way counts as inactive or inconclusive.

SMILES	EPAC1 antagonist	IL2 activator	Abeta rescue	PI5P4Ka inh	WRN inhibitor	EPAC1 agonist	PLK1 PBD block	FUS yeast rescue
COc1ccc(C(=O)NC(=S)NNC(=O)COc2ccccc2)cc1	0%	0.1	?	?	-13%	0%	?	41%
O=C(CCc1ccccc1)NC(=S)Nc1cc(C(F)(F)F)ccc1N1CCOCC1	-21%	0.3	?	·	-14%	24%	-20%	31%
O=c1c(-c2cccs2)nc2ccccc2n1C(CCc1ccccc1)c1nc2ccccc2[nH]1 (stereo not drawn)	-10%	0.1	6%	0	-1%	9%	0%	39%
Cc1ccc(N2CC(C(=O)NC3CCC(C)CC3)CC2=O)cc1 (stereo not drawn)	15%	-6.0	-8%	-2	5%	-8%	-1%	-7%
CCOC(=O)C(CC)Sc1cc(C)nc2ccc(OC)cc12 (stereo not drawn)	-11%	-1.0	14%	2	-4%	-6%	-2%	6%
CCC(=O)Nc1ccc(NC(=O)CSc2nnc(C(C)C)n2C)cc1	26%	-3.4	3%	-1	-13%	3%	-7%	21%
CCOC(=O)c1c(C)[nH]c(C)c1C(=O)COC(=O)c1c(OC)cccc1OC	7%	0.1	5%	-2	-11%	-4%	3%	-4%
O=C(c1cccc(NC2=NC3CS(=O)(=O)CC3S2)c1)N1CCN(c2ccc(F)cc2)CC1 (stereo not drawn)	7%	-3.0	-1%	0	0%	2%	-8%	-1%
Cc1cc(C(=O)NP(=O)(N2CC(C)OC(C)C2)N2CC(C)OC(C)C2)c(C)n1C1CC1 (stereo not drawn)	5%	0.4	-10%	1	-2%	0%	-10%	24%
Cc1cc(OCC(=O)Nn2cnnc2)c(C)cc1Br	-12%	-0.3	-10%	-4	-4%	0%	-4%	-10%
Cn1c(N)c(C(=O)COC(=O)C2=NNC(=O)CC2)c(=O)n(C)c1=O	-8%	-4.3	-12%	4	4%	11%	-9%	23%
COc1ccc(CN2CCN(C3CCOCC3)CC2CCO)c(C)c1C (stereo not drawn)	0%	-2.3	1%	-7	3%	-3%	-5%	-4%
CC1(C)C(c2cccs2)=NC(c2ccccc2)N1O (stereo not drawn)	-5%	-0.9	-9%	·	11%	6%	-3%	11%
CCc1noc(C)c1C(=O)N1CCN(c2ccc([N+](=O)[O-])cc2)CC1	-6%	-1.3	1%	6	-5%	12%	-7%	-21%
CC(NCC1(N2CCOCC2)CCCCC1)C(=O)N1CCc2ccccc21 (stereo not drawn)	6%	-0.4	-5%	-3	4%	5%	-8%	7%
Cc1cccc(NC(=O)CCN2C(=O)c3ccccc3S2(=O)=O)c1C	-2%	-0.9	-13%	-2	7%	8%	-7%	-14%
Cc1ccc(-c2nc(CS(=O)CC(=O)NCCN3CCCCC3C)c(C)o2)cc1 (stereo not drawn)	14%	-0.1	·	3	-2%	-6%	-3%	-1%
O=C(Nc1ccc(O)cc1)c1ccc2c(c1)C(=O)N(Cc1ccco1)C2=O	0%	-0.2	-8%	-57*	?	7%	-26%	12%
CC(/C=N/N1CCN(Cc2ccccc2)CC1)=C\c1ccccc1	-9%	-1.9	-9%	0	-3%	1%	-6%	23%
C[C@H]1CN([C@@H](C)CO)S(=O)(=O)c2ccc(Br)cc2O[C@@H]1CN(C)C(=O)C1CCOCC1	10%	1.3	9%	-4	5%	4%	6%	5%
COc1ccc2cc(C(=O)NCc3ccccc3)c(=O)oc2c1	-22%	0.6	5%	-5	7%	-9%	0%	-21%
CC(=O)Nc1ccc(C(=O)N/N=C/c2cc(Br)cc(Br)c2O)cc1	-8%	3.5	-16%	-10	-7%	10%	?	19%
COc1ccc(CCN(C(=O)C(F)(F)F)C(C(=O)NC2CCCCC2)c2ccc(C)s2)cc1 (stereo not drawn)	-6%	-1.7	-4%	·	-7%	7%	-12%	-5%
Cc1cc(Cl)ccc1Oc1ncc(-c2ccc(Cl)cc2)cn1	-21%	6.8	-1%	9	-28%	5%	-4%	·
N#CCC(=O)Nc1ccc(C(=O)OCC(=O)N=c2sccn2Cc2ccccc2Cl)cc1	-11%	-0.5	-7%	-53*	-18%	13%	1%	26%
Fc1ccc(-c2nnc(-n3nnc4ccccc43)c3ccccc23)cc1	-2%	-2.2	6%	-1	-10%	6%	-8%	-10%
CC(c1ccncn1)N(C)Cc1nc(-c2ccc(C(F)(F)F)cc2)no1 (stereo not drawn)	6%	-0.3	-8%	-2	-1%	-11%	1%	18%
Cc1ccc(-c2nc3cc(C)c(Br)c(C)n3c2CC2CCCCC2)cc1	-4%	-0.4	-5%	1	2%	4%	-10%	-13%
COc1ccc(NC(=O)COC(=O)c2ccc(S(=O)(=O)N(C)c3ccccc3OC)cc2)cc1OC	?	14	-10%	7	-10%	8%	-3%	45%
COc1cc(C2SCC(=O)N2Cc2ccccc2)cc(OC)c1OC (stereo not drawn)	13%	1.3	-5%	3	4%	4%	2%	-32%
Cc1ccnc(NC(=O)CCC(=O)c2cccs2)c1	?	2.6	-17%	?	-31%	11%	-13%	?
Cc1ccc(C(=O)N/N=C2\CCSC2)cc1[N+](=O)[O-]	0%	-5.1	1%	-7	5%	6%	2%	·
COc1cc2ncnc(NCCCN3CCOCC3)c2cc1OC	-3%	1.6	-5%	2	-11%	14%	-7%	-9%
CCc1ccc(OCCCC(=O)Nc2ccc(N3CCOCC3)cc2)cc1	6%	1.0	-10%	-1	15%	-18%	-29%	-2%
COc1ccc(NC(=O)N(C)C[C@@H]2Oc3ncc(Br)cc3C(=O)N([C@@H](C)CO)C[C@@H]2C)cc1	-25%	1.6	0%	4	-7%	10%	-15%	3%
Cc1cccc(OCC(=O)NC2CCCCCC2)c1C	?	-4.0	-1%	3	-12%	-16%	-13%	-6%
CC(C)C[C@H](NC(=O)c1[nH]cnc1C(=O)Nc1ccc(CNC(=O)OC(C)(C)C)cc1)C(=O)OC(C)(C)C	-27%	-3.7	?	4	-9%	-44%[inhibitor]	-3%	?
Cc1ccc(S(=O)(=O)N(c2ccc(Br)cc2)C2C=CS(=O)(=O)C2)cc1 (stereo not drawn)	-19%	0.4	7%	1	-3%	-2%	4%	-7%
N#Cc1cnn(-c2ccccc2)c1NC(=O)CN1CCN(c2ccccc2)CC1	1%	-2.4	-21%	-2	-5%	0%	3%	-4%
COC(=O)C1(C(=O)OC)C/C=C\CCN(S(=O)(=O)c2ccccc2[N+](=O)[O-])CC1	1%	1.8	4%	-3	-1%	-3%	1%	16%
CCC(=O)Nc1ccc2c(c1)nc1n2CCN(CCOC)C1	-12%	-0.2	-1%	-5	1%	-12%	-10%	-15%
CCO/N=C(\C)c1c(O)cc(C(C)C)n(-c2ccccc2)c1=O	9%	-2.1	4%	-5	3%	-2%	-6%	·
COc1cc(OC)cc(C(=O)NC(=S)Nc2ccc3c4c(cccc24)CC3)c1	-14%	0.6	5%	13	-8%	-7%	-8%	6%
COc1ccc(Nc2ccc(Cl)nn2)cc1	-3%	-3.0	1%	5	3%	0%	1%	-3%
COc1ccc(CNCCCn2cnc(C(=O)Nc3ccc(C)c(C)c3)n2)cc1	1%	0.0	2%	6	0%	1%	-9%	-7%
CCn1ccnc1CN(C)C(=O)c1cc(COc2ccc(-n3cncn3)cc2)on1	3%	-2.1	2%	-4	6%	-1%	-10%	-40%
O=C(O)CCC(=O)NNC(=O)COc1cccc(Cl)c1	-1%	2.6	-8%	-4	15%	-2%	-10%	-7%
COc1ccc(-c2ccc(/C=C3\C(=O)N(c4ccccc4)N=C3c3ccccc3)o2)c([N+](=O)[O-])c1	-1%	-1.0	-6%	-10	-3%	0%	?	-8%
CCCCCCCc1nn2c(=O)cc(O)nc2s1	19%	2.6	-6%	-1	2%	-3%	-4%	10%
N#Cc1cnn2c(-c3ccccc3)ccnc12	4%	0.9	-3%	1	-13%	-1%	-6%	25%
Cc1nn2c(-c3ccc(S(=O)(=O)N4CCN(CCO)CC4)o3)nnc2c2ccccc12	-3%	-2.6	-1%	-9	-13%	-1%	-17%	10%
O=C(CSc1nnc2c(n1)[nH]c1ccccc12)Nc1ccc(S(=O)(=O)Nc2ncccn2)cc1	5%	-0.3	4%	0	-3%	-6%	-11%	14%
CCN(CC(=O)NCc1ccc(F)cc1)C(=O)c1oc2ccccc2c1C	17%	0.3	1%	2	8%	5%	-3%	8%
COc1ccc(NC(=O)COc2ccccc2Cc2ccccc2)cc1S(=O)(=O)N1CCOCC1	-11%	-1.1	27%	-20	-16%	?	-3%	37%
CCN(CC)C(=O)CSc1nnc(SC(C)C(=O)NC2CC2)s1 (stereo not drawn)	11%	-3.7	-2%	0	5%	7%	0%	·
Cc1ccc(C(=O)CSc2nnc(COc3cc(C)cc(C)c3)o2)cc1	-15%	0.4	15%	1	-3%	13%	-22%	21%
COc1cc(NC(=S)NC2CC(C)(C)NC(C)(C)C2)c(OC)cc1Cl	6%	-0.3	-5%	0	-5%	6%	-17%	1%
CCOc1cc(S(=O)(=O)NC2CCCC2)ccc1Cl	-9%	-1.0	5%	-2	-11%[57.1 µM]	-10%	-3%	-16%
Cc1cc(C)cc(NC(=O)C(OC(=O)c2sccc2C)c2ccccc2)c1 (stereo not drawn)	-20%	-3.5	-20%	-6	-10%	1%	-6%	18%
CC(C)Oc1ccc(/C=N/NC(=O)C(CSCc2ccccc2)NC(=O)c2ccc([N+](=O)[O-])cc2)cc1 (stereo not drawn)	-7%	0.0	7%	·	2%	14%	-5%	?

Records above printed as active in PI5P4Ka inh:
mol | EPAC1 antagonist | PI5P4Ka inh | WRN inhibitor | PLK1 PBD block | FUS yeast rescue
O=C(Nc1ccc(O)cc1)c1ccc2c(c1)C(=O)N(Cc1ccco1)C2=O | 0% | -57* | ? | -26% | 12%
N#CCC(=O)Nc1ccc(C(=O)OCC(=O)N=c2sccn2Cc2ccccc2Cl)cc1 | -11% | -53* | -18% | 1% | 26%
